HADH2 inhib = qHTS Assay for Inhibitors of HADH2 (Hydroxyacyl-Coenzyme A Dehydrogenase, Type II); recombinant HADH2, NADH fluorescence, beta-hydroxybutyryl-CoA; 3-hydroxyacyl-CoA dehydrogenase type-2 (Homo sapiens), Q99714; Potency, µM (doses to about 57.1 µM), without a hit: at the highest dose activity change, negative = inhibition, hits mostly inhibitors; actives 3.4% (n = 73,000); further: potency means the concentration at half of the fitted maximal effect; on the % scale 0 is the no-effect control and ±100 the full control effect; nearly all actives have a fitted effect of over 60% in size; many of its hits are not listed in these tables
Target sequence (Q99714 whole entry, looked up, one chain of several): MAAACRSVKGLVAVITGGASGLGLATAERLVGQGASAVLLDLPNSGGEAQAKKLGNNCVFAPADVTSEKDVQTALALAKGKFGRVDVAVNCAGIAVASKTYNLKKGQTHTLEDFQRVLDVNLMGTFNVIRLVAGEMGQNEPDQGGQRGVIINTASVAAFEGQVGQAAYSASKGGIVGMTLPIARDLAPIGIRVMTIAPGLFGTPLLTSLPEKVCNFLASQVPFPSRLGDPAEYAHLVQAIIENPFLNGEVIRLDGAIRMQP
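Activity measured as NADH fluorescence gain (360/450 nm), taken as the change between first and last reads of a 4-min kinetic run. Conditions: pH 9.0 Tris buffer, 20 nM E. coli-expressed His-tagged enzyme, 1 mM NAD+, 90 uM beta-hydroxybutyryl-CoA; 15-min compound preincubation.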
Rhodamine fluor = qHTS Assay for Spectroscopic Profiling in Rhodamine Spectral Region | Rhodamine-region fluorescence, 547/598 nm, Tris buffer; stronger effect = higher value | max dye-equivalent concentration, M | actives 0.05% (n = 59,000) | AID 594, 2007; in the data active means max dye-equivalent concentration above about 11 nM; inconclusive means between about 1.1 nM and that limit
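Compound fluorescence in 100 mM Tris, pH 8.0, read after 15 min at room temperature with 547 nm excitation and 598 nm emission. Output is dye-equivalent concentration from an on-plate rhodamine standard series.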
USP2a inhib = qHTS Assay for Inhibitors of Ubiquitin-specific Protease USP2a | Potency, µM (doses to about 38.3 µM), without a hit: at the highest dose activity change, negative = inhibition, usual class: inhibitors | actives 0.1% (n = 60,000) | USP2a enzymatic assay, qHTS inhibition | Ubiquitin carboxyl-terminal hydrolase 2 (Homo sapiens), O75604;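 further: potency means the concentration at half of the fitted maximal effect; nearly all actives have a fitted effect of over 60% in size; plate controls were DMSO for no effect and NEM full inhibition control for full effect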
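Coupled readout: USP2-cleaved Ub-PLA2 (20nM final) turns over NBD C6-HPC (20uM final), Ex 460nm/Em 535nm after 2.5 h, time-zero read flagging artifacts. Enzyme (20nM final, pH 8.0 Tris) given 30 min RT with compound first; NEM defines full inhibition.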
BRCT PPI green = qHTS Assay for Inhibitors of BRCT-Phosphoprotein Interaction (Green Fluorophore); Breast cancer type 1 susceptibility protein (Homo sapiens), P38398; BRCA1 BRCT-phosphopeptide binding, green fluorescence polarization; Potency, µM (series often up to 76.9 µM), inactives show at the highest dose activity change, negative = inhibition, actives largely listed as inhibitors; actives 0.05% (n = 75,000);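 further: potency means the concentration at half of the fitted maximal effect; plate controls were peptide without protein for full effect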
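Fluorescence polarization: His-tagged BRCT (~35 kDa BRCA1 C-terminus, 250 nM) bound to 100 nM fluorescein-labeled phosphorylated 10-aa BACH1 peptide, pH 7.3 phosphate buffer with DTT and Tween 20. Compounds incubated 12 min at room temperature; inhibition read as lowered polarization.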
15-hLO inh = qHTS Assay for Inhibitors of 15-hLO (15-human lipoxygenase) | actives 1.4% (n = 74,000) | AID 887, 2007 | Polyunsaturated fatty acid lipoxygenase ALOX15 (Homo sapiens), P16050 | purified 15hLO-1, xylenol orange hydroperoxide absorbance | Potency, µM (top dose mostly 57.1 µM), for inactives: top-dose activity change, negative = inhibition, most hits filed as inhibitors; further: potency means the concentration at half of the fitted maximal effect; on the % scale 0 is the no-effect control and ±100 the full control effect; nearly all actives have a fitted effect of over 55% in size
Target sequence (P16050 whole entry, looked up): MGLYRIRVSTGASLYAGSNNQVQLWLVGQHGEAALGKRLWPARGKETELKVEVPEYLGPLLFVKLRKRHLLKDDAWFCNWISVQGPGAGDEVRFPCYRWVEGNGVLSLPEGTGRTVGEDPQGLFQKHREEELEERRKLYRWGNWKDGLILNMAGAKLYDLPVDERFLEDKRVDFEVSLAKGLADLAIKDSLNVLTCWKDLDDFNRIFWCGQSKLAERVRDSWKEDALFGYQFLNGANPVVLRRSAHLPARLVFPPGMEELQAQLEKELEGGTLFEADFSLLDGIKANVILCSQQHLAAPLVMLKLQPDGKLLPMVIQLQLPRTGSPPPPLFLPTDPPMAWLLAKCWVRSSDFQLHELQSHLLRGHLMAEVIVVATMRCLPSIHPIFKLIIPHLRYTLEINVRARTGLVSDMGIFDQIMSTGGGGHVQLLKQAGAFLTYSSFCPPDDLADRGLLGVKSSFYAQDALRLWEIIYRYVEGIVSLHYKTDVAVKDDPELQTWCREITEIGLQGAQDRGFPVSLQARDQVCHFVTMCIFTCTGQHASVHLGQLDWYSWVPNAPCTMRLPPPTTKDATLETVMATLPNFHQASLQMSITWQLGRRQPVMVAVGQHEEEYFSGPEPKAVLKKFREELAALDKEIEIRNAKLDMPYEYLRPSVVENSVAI
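Quantitative HTS in 25 mM Hepes pH 7.5 containing 0.01% Triton X-100: human 15hLO-1 at 40 nM, arachidonic acid at 50 uM, 6 min turnover. Product quantified via ferrous oxidation/xylenol orange, 573:405 nm absorbance ratio.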
Casp1 inh = qHTS Assay for Allosteric/Competitive Inhibitors of Caspase-1; P29466; Potency, µM (top dose mostly 57.5 µM), inactives show at the top dose activity change, negative = inhibition, usual class: inhibitors; Caspase-1 enzyme, Ac-WEHD-AFC fluorogenic rate; actives 0.03% (n = 75,000);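 further: potency means the concentration at half of the fitted maximal effect; plate controls were vehicle for no effect and no substrate for full effect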
BRCT inh red = qHTS Assay for Inhibitors of BRCT-Phosphoprotein Interaction (Red Fluorophore). Breast cancer type 1 susceptibility protein (Homo sapiens), P38398. BRCT-phosphopeptide binding, red fluorescence polarization. Potency, µM (top dose mostly 76.9 µM), without a hit: at the top dose activity change, negative = inhibition, usual class: inhibitors. actives 0.03% (n = 75,000). AID 892, 2007; further: on the % scale 0 is the no-effect control and ±100 the full control effect
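Rhodamine-labelled pBACH1 10-mer (100 nM) bound to BRCT domain (100 nM) at pH 7.3; compounds incubated 12 min room temperature, polarization read. Free peptide defines full inhibition; unlabelled decapeptide titrated as control.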
Pol III holo inh = qHTS Assay for Inhibitors of DNA Polymerase III Holoenzyme System. Potency, µM (series often up to 57.1 µM), for the others: top-dose activity change, negative = inhibition. reconstituted DNA polymerase III holoenzyme replication, biochemical. AID 603, 2007. actives 0.25% (n = 71,000); further: potency means the concentration at half of the fitted maximal effect; on the % scale 0 is the no-effect control and ±100 the full control effect
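Reconstituted *E. coli* holoenzyme (0.35 nM Pol III, 1 nM beta, 154 nM SSB, 2 nM primase) was preincubated with compound for 15 min at RT. Synthesis on 1.4 nM ssM13Gori ran 35 min, then was stopped with PicoGreen/EDTA and read as dsDNA fluorescence.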
Caspase-7 inhib = qHTS Assay for Allosteric/Competitive Inhibitors of Caspase-7; P55210; recombinant caspase-7, Ac-DEVD-AFC fluorescence rate; Potency, µM (top dose mostly 57.5 µM), without a hit: top-dose activity change, negative = inhibition, actives largely listed as inhibitors; actives 0.02% (n = 75,000); active means well fitted inhibition curve with a large enough effect in the main read-out, with a control signal flat, not every such curve was filed as active; inconclusive means small, poorly fitted or top-dose-only effect, or a change in a side signal; further: potency means the concentration at half of the fitted maximal effect; % of control where 0% means no effect
HEK293 cAMP cs = qHTS Assay for Agonists of the Thyroid Stimulating Hormone Receptor: Activators of Intracellular cAMP Concentrations in Parental HEK 293; parental HEK293 CNG cAMP sensor, membrane potential fluorescence; Potency, µM (titrated, usually from 57.1 µM), inactives show top-dose activation, most hits filed as activators; actives 2.5% (n = 73,000); AID 938, 2007; further: potency means the concentration at half of the fitted maximal effect; % of control where 0% means no effect; nearly all actives have a fitted effect of over 55% in size
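Parental HEK 293 cells stably expressing a cAMP-gated CNG channel were loaded with membrane potential dye containing 100 uM RO 20-1724 for 60 min. Compound added for 30 min; depolarization read as fluorescence intensity at 590 nm.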
Tau fil binding = qHTS Assay for Tau Filament Binding. recombinant tau filaments, thioflavin S fluorescence, 15 h; filaments grown with octadecylsulfate alongside compound. Potency, µM (top dose mostly 57.1 µM), without a hit: top-dose activity change, negative = inhibition. actives 2% (n = 71,000). AID 596, 2007;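 further: potency means the concentration at half of the fitted maximal effect; on the % scale 0 is the no-effect control and ±100 the full control effect; actives lower thioflavin S fluorescence by blocking filaments or displacing dye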
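ThS-based fibril read: tau 1 uM final, inducer ODS 30 uM final, 37 C for 15 h, ex 450/em 510 nm.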
* hit, by the source's call; i = inactive; ? = inconclusive; . = no result given; [ ] = dose if it differs, or a comment. Unless noted, the call rests on the fitted dose curve; in most records, active means well fitted curve in the direction sought with a large enough effect; inconclusive means small, poorly fitted or top-dose-only effect, or another doubt; inactive means no such curve, though single readings can be large; an effect the other way counts as inactive or inconclusive. These rows are one share of the data (hit frequency here may not be typical).

| mol | Caspase-7 inhib | BRCT inh red | HADH2 inhib | BRCT PPI green | USP2a inhib | Casp1 inh | 15-hLO inh | Tau fil binding | Rhodamine fluor | Pol III holo inh | HEK293 cAMP cs |
| --- | --- | --- | --- | --- | --- | --- | --- | --- | --- | --- | --- |
| CCCn1c(C)nc2c(NC(C)CN(C)C)nc(C)nc21 (stereo not drawn) | -2% | -1.0% | -2% | -3.4% | . | 0% | -2% | 15% | . | 4% | -3% |
| COC(=O)[C@H](C(C)C)n1c(C)c(C(C)=O)c(C(C)=O)c1C | 0% | 0.0% | -4% | -0.1% | 3% | 1% | 4% | 0% | i | -6% | -17% |
| Cn1c(C(=O)OC(C(=O)NC2CCCC2)c2ccncc2)cc2sccc21 (stereo not drawn) | -2% | -1.4% | 0% | -1.4% | 14% | -3% | -4% | 12% | i | 4% | ? |
| COc1ccc2c(c1)N(C(=O)CSc1n[nH]c(C)n1)C(C)(C)C=C2C | -1% | 0.5% | 9% | -2.8% | 2% | 1% | 7% | -6% | i | -3% | 4% |
| CCOC(=O)c1c(C2COc3ccccc3O2)csc1NC(=O)c1ccco1 (stereo not drawn) | -2% | -1.3% | 3.2µM* | -1.3% | 16% | -4% | ? | 9% | i | 2% | 9% |
| COc1ccc(CNc2nc3c(c(C(F)(F)F)n2)CCCCC3)cc1 | -2% | -1.2% | -5% | -1.3% | -6% | -3% | -10% | -7% | i | -8% | ? |
| O=C1CC(c2cccs2)CC(O)=C1C=NCCN1CCNCC1 (stereo not drawn) | -1% | -1.7% | 1%[11.4 µM] | 0.2% | 1%[7.66 µM] | 0% | -5%[11.4 µM] | -5%[11.4 µM] | . | 3%[11.4 µM] | 12%[11.4 µM] |
| Cc1nc(N2CCOCC2)c2cc(-c3ccccc3)sc2n1 | -1% | -2.3% | 42%[activator] | -0.9% | -5% | 1% | -14% | 47% | i | -11% | 25µM* |
| O=C(CS(=O)(=O)c1ccccc1)N1CCCCCC1 | 1% | 1.4% | -2% | -1.4% | -3% | 0% | 4% | -6% | i | 1% | 2% |
| CCCCCCCC1=CC2=CC(=O)C(C)(OC(C)=O)C(=O)C2=CN1CCc1ccccc1 (stereo not drawn) | 3%[11.5 µM] | 3.3%[15.4 µM] | 18%[11.4 µM] | 0.5%[15.4 µM] | . | 1%[11.5 µM] | -24%[11.4 µM] | . | . | . | 0%[11.4 µM] |
| CCOC(=O)CNC(=O)C(CO)NC(=O)OCc1ccccc1 (stereo not drawn) | 1% | -1.8% | 12% | -0.6% | -2% | -1% | -2% | 5% | i | -5% | 8% |
| CCOC(=O)C1=C(C)N=C2SCCC(=O)N2C1c1cccs1 (stereo not drawn) | 1%[0.00368 µM] | 1.0% | 4% | -2.0% | 1% | -1% | 4% | -3% | i | -13% | 19% |

Reprinted from the part before: two entries; new compounds follow.
| mol | Caspase-7 inhib | BRCT inh red | HADH2 inhib | BRCT PPI green | USP2a inhib | Casp1 inh | 15-hLO inh | Tau fil binding | Rhodamine fluor | Pol III holo inh | HEK293 cAMP cs |
| --- | --- | --- | --- | --- | --- | --- | --- | --- | --- | --- | --- |
| CCOC(=O)CNC(=O)C(CO)NC(=O)OCc1ccccc1 (stereo not drawn) | 1% | -1.8% | 12% | -0.6% | -2% | -1% | -2% | 5% | i | -5% | 8% |
| CCOC(=O)C1=C(C)N=C2SCCC(=O)N2C1c1cccs1 (stereo not drawn) | 1%[0.00368 µM] | 1.0% | 4% | -2.0% | 1% | -1% | 4% | -3% | i | -13% | 19% |
| O=c1cc(CNC2CCCCC2)c2ccccc2[nH]1 | 0% | -0.2% | 7% | -2.4% | -4% | -2% | ? | 5% | i | -1% | 18% |
| O=C(c1cccs1)N1CCN(Cc2nc3ccccc3c(=O)[nH]2)CC1 | -4% | 0.2% | -5% | -1.3% | -7% | -4% | 14% | -1% | i | 0% | -2% |
| CC(C)CNC(=O)c1ccccc1NC(=O)c1ccc(CN2CCOCC2)cc1 | 1% | -0.5% | -27% | -1.0% | 13% | -1% | -6% | 9% | i | 1% | ? |
| C/C(CC(O)(/C=N/O)c1ccccc1)=N\O (stereo not drawn) | 1% | -1.6% | 2% | -1.5% | 0% | -1% | 6% | -19% | i | -9% | 8% |
| c1nc(NC2CC2)c2cc(-c3ccoc3)ccc2n1 | -12% | 1.3% | ? | -0.3% | 204%[activator] | -5% | ? | 58% | i | -6% | -4% |
| NC(=O)C1(N2CCCCC2)CCN(C(=O)CSc2nc3ccccc3[nH]2)CC1 | 0% | -1.9% | -34% | -0.4% | -1% | -4% | 5% | 8% | i | -6% | 5% |
| Cc1sc2nc(SCC(=O)NCCO)n(C)c(=O)c2c1C | 0% | 0.2% | -9% | 0.9% | ? | 0% | 1% | 3% | . | -3% | -3% |
| COc1ccc(S(=O)(=O)N2CCN(c3ccccc3OC)CC2)cc1OC | -15% | -3.1% | 61%[activator] | 0.6% | 33%[activator] | -4% | -18% | 11% | i | -1% | ? |
| C/C(O)=C\c1nc(=O)c2c(C)cc(C)nc2n1-c1ccccc1 | 0% | -0.3% | -24% | -4.5% | -3% | 1% | 0% | 4% | i | -2% | 17% |
| N#C/C(C(=O)N1CCOCC1)=C1/SC=C(c2ccccc2)N1c1ccccc1 | 0% | 0.2% | 7% | -0.2% | 1% | -3% | 4% | 13% | . | -3% | -2% |
| COc1cc2c(cc1OC)-c1c(oc3cc(O)cc(O)c3c1=O)CO2 | -9% | -2.4% | . | 3.0%[3.08 µM] | 27% | 1% | -21% | . | . | . | . |
| Cc1cc(=O)c2n(Cc3ccccc3Cl)nc[n+]2[nH]1 | 2% | -2.3% | -21% | -3.3% | . | -3% | 8% | -11% | i | -2% | 9% |
| COc1ccccc1NC(=O)CSc1nccc(=O)[nH]1 | -24% | -0.3% | 19% | -2.5% | 5% | ? | 4% | 1% | i | -7% | . |
| CC1=C(C(=O)Nc2ccc(C)cc2)C(c2ccc(C)o2)C2=C(CC(C)(C)CC2=O)N1 (stereo not drawn) | -1% | -2.1% | 0% | 1.4% | 23% | -1% | ? | -6% | i | 2% | -6% |
| Cc1ccc(C)c(NC2=CC(=O)CC(C)(C)C2)c1C#N | -2% | 0.0% | -4% | -3.0% | -8% | -2% | -16% | -3% | i | 0% | 25% |
| O=C(NCc1ccco1)C1CCN(S(=O)(=O)c2ccc(-n3cnnn3)cc2)CC1 | -1% | -0.5% | 2% | -2.2% | . | 0% | 6% | -11% | i | -7% | 5% |
| CCCc1nc(SCC(=O)N2CCC(Cc3ccccc3)CC2)c2c(=O)n(C)c(=O)n(C)c2n1 | -2% | -0.2% | 1% | 2.0% | . | 1% | 1% | 405% | . | -1% | 3% |
| CC(C)CC(=O)Nc1ccc2oc(-c3cccnc3)nc2c1 | 3% | -1.6% | 4µM* | -4.9% | 12%[7.66 µM] | -1% | 5%[11.4 µM] | 12%[11.4 µM] | . | -2%[11.4 µM] | 4%[11.4 µM] |
| c1ccc(OCCSc2nnnn2-c2ccccc2)cc1 | -8% | 0.6% | -9% | 0.5% | -1% | -3% | -6% | 1% | i | 8% | 25µM* |
| CCOc1ccc(N(CC(=O)NC2CCCC2)C(=O)CCC(=O)Nc2ccccn2)cc1 | 8% | -2.0% | 6% | -2.3% | -1% | 2% | 12% | 0% | i | 0% | 0% |
| Cc1ccc(-c2noc(CCC(=O)NCCCN3CCN(c4ccc(F)cc4)CC3)n2)cc1 | -1% | -2.1% | 4% | -2.2% | 44%[activator] | 1% | -13% | -6% | i | -5% | ? |
| [O-]/[N+](=C/c1ccc(F)cc1)c1ccccc1 | 1% | 1.5% | -26% | -0.4% | 3% | 0% | ? | 5% | i | -4% | ? |
| Cn1nnnc1SCCNC/C=C/c1ccccc1 | 0% | -1.2% | 6% | -0.5% | -1% | 1% | 9% | 7% | i | 2% | 28% |
